High-throughput results as filed in PubChem BioAssay.
KDM5B inhibitor: inhibitors of human KDM5B histone demethylase. Q9UGL1. KDM5B demethylase, FDH-coupled NADH fluorescence (FDH is formaldehyde dehydrogenase). Potency, µM (top dose mostly 57.7 µM), for the others: at the top dose activity change, negative = inhibition, hits mostly inhibitors. 220,000 tested, 2.6% active; active means well fitted inhibition curve with a large enough effect; inconclusive means small, poorly fitted or top-dose-only effect; inactive means no such curve, though single readings can be large or run the other way; further: 0% is about no effect; nearly all actives have a fitted effect of over 70% in size
Target sequence (Q9UGL1 whole entry, looked up): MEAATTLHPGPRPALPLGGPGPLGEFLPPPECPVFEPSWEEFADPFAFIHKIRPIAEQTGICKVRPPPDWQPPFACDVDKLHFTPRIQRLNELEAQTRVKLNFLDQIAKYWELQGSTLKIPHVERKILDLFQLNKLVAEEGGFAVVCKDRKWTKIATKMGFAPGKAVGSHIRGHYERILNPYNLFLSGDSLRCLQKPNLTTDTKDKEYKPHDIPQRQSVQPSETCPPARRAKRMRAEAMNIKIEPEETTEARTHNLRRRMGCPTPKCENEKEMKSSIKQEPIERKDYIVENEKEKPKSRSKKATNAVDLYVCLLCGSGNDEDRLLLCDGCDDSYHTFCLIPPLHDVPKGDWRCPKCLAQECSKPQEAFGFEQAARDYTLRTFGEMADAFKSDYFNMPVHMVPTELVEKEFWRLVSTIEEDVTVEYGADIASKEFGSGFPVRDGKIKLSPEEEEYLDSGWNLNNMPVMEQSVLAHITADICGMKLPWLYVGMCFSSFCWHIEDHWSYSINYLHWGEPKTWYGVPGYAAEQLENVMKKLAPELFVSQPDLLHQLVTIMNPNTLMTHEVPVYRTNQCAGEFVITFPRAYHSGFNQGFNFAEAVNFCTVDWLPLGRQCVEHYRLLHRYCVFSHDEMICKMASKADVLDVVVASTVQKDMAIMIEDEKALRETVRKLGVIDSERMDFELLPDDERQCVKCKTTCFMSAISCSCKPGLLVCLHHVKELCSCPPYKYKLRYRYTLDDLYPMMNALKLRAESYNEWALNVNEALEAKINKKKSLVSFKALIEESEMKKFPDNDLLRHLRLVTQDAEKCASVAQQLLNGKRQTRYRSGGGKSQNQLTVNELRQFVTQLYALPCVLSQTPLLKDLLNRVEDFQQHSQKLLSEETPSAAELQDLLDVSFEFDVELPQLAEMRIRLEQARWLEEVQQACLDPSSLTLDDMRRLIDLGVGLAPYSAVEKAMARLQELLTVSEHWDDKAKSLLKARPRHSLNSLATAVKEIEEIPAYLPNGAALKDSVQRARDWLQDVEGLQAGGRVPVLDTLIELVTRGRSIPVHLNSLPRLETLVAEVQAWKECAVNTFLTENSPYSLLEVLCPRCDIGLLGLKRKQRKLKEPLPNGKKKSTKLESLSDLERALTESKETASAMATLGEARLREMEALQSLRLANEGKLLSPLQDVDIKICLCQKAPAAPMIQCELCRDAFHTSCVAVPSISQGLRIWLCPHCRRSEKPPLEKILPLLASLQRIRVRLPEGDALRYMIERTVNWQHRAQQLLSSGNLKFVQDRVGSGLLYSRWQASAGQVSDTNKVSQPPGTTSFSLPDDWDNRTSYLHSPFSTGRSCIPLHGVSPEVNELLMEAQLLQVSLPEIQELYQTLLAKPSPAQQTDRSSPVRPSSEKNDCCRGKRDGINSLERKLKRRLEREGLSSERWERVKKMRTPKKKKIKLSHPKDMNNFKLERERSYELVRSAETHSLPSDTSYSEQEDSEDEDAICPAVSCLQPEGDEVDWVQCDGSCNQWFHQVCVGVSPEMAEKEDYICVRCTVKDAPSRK
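Here, H3K4me3 peptide (12.5 µM in substrate mix) is demethylated by KDM5BΔAP, 200 nM final, after 10 min compound exposure. Formaldehyde product is coupled through FDH (0.25 U/mL in mix) to NADH fluorescence; 30-min ΔRFU feeds dose-response curves.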
* marks the source's active call; other numbers are inactive results; ? = inconclusive; & = joins results of further samples; [ ] = remark or other dose. Potency means the concentration at half of the fitted maximal effect.

#	Molecule	KDM5B inhibitor
1	O=C(Nc1ccc(-c2noc(-c3ccc(Cl)cc3)n2)cc1)c1ccco1	-13%
2	O=C(CSc1nccn1-c1ccc(Cl)cc1)Nc1cccc2ccccc12	7%&-5%
3	COc1ccccc1CNC(=O)c1c(O)nc2cc(C)ccn2c1=O	10%
4	Cc1cc(NC(=O)NCC2CCN(CCc3ccc(F)cc3)CC2)ccc1Br	-13%
5	COc1cc(C)c(Br)cc1S(=O)(=O)NCc1cccs1	-2%
6	CN(Cc1ccccc1)C(=O)C[C@@H]1O[C@H](CNC(=O)c2ccno2)[C@@H](O)[C@H]1O	-37%[86.2 µM]
7	Cc1ccc(C)c(NC(=O)N(C)CCc2c(C)nn(C)c2C)c1	-7%
8	Cc1ccc(N/N=C/c2cccc(C(F)(F)F)c2)cc1Cl	-20%
9	COc1cc2[nH]c(=O)n(CCCC(=O)N(C)Cc3ccccc3)c(=O)c2cc1OC	?
10	COc1ccc(-c2noc(-c3ccc(NCC4CCCO4)c([N+](=O)[O-])c3)n2)cc1 (stereo unspecified)	4%
11	CNC(=O)c1ccc(CN2CCCC(CCc3ccccc3C(F)(F)F)C2)o1 (stereo unspecified)	22%
12	CC(C)(C)c1ccc(/C=C2\CCc3ccccc3C2=O)cc1	20%
13	CCN1CCN(c2ccccc2NC(=O)CCc2nc(-c3ccsc3)no2)CC1	-8%
14	CC1CCCCN1S(=O)(=O)c1ccc2c(c1)oc(=O)n2CC(=O)Nc1ccc(Cl)cc1 (stereo unspecified)	-19%
15	Cc1ccc(-c2csc(NC(=O)c3ccccc3F)c2C(=O)O)cc1	23%
16	COC(=O)c1cccc(C(=O)N[C@H]2CO[C@H]3[C@@H]2OC[C@H]3OC(=O)Nc2cccc(C(F)(F)F)c2)c1	31%[activator]
17	O=C(Cn1ccc2ccc(Cl)cc21)Nc1ccc(O)cc1	-21%
18	COCC1CN(C)CC12CCN(Cc1ccc(Cl)c(F)c1)CC2 (stereo unspecified)	-12%
19	CCCOc1cccc(C(=O)N(Cc2sccc2C)C2CCS(=O)(=O)C2)c1 (stereo unspecified)	-23%
20	COc1ccc(-c2cc(N3CCCN(C(=O)c4ccc(C)c(F)c4)CC3)n[nH]2)cc1	?

Rewritten with values ahead of the structure: entries from further up
entry	KDM5B inhibitor	Structure
4	-13%	Cc1cc(NC(=O)NCC2CCN(CCc3ccc(F)cc3)CC2)ccc1Br
5	-2%	COc1cc(C)c(Br)cc1S(=O)(=O)NCc1cccs1

(continued)
#	Molecule	KDM5B inhibitor
21	O=C(c1ccccc1F)N1CCC(CCOc2ccccc2)C1 (stereo unspecified)	10%
22	COc1cccc(N2CCN(C(=O)c3cn4ccnc(-c5ccccc5)c4n3)CC2)c1	-19%
23	O=C(NCCc1c[nH]c2ccc(Cl)cc12)c1cccc(F)c1F	12%
24	Cc1ccc(C)c(N2CCN(S(=O)(=O)c3c(C)nc4scc(C)n4c3=O)CC2)c1	-32%
25	Cc1csc2nc(COC(=O)c3ccccc3NC(=O)COc3ccccc3F)cc(=O)n12	-6%
26	Cc1nc(-c2c3n(c(=O)n(Cc4cccc(Br)c4)c2=O)CCCC3)no1	-3%
27	CN(C)c1ccc(C(=O)NC2CCN(c3cc(-c4cccs4)[nH]n3)C2)cc1 (stereo unspecified)	?
28	CCCCNC(=O)CSc1nc2ccccc2nc1Cc1ccc(Cl)cc1	-4%
29	O=C1NCCCCCN(C(=O)Nc2ccccc2)[C@H]2CCCC[C@@H]12	-9%
30	CC(CO)(CO)NC(=O)c1ccc(C#Cc2cccc(F)c2)cn1	?
31	O=C(O)CC(c1ccc(Cl)cc1)N1Cc2ccccc2C1=O (stereo unspecified)	6%
32	O=C(c1ccc(C(F)(F)F)cc1)N1CCC(c2nn(-c3ccccc3)c(=O)[nH]2)CC1	-2%
33	CCn1nc(C(=O)OC(C(=O)NC(N)=O)C(C)C)c2ccccc2c1=O (stereo unspecified)	0%
34	COCCc1nncn1C1CCN(C(=O)Cc2c(F)cccc2Cl)CC1	18%
35	O=C(NCc1ccccc1)N1CCCC(c2nccn2CC2CCC2)C1 (stereo unspecified)	-11%
36	CCN(CC)c1cc(C)c(C#N)c2nc3ccccc3n12	?
37	CC(C)(C)CC(=O)Nc1ccc([C@@H](O)[C@H]2COCC(=O)N2Cc2ccccc2F)cc1	26%[86.2 µM]
38	NC(=O)c1ccsc1NC(=O)COc1ccc2c(c1)CCC2	-10%
39	COc1ccc(Cn2c(Oc3ccc(C)c(C)c3)nc3c2c(=O)n(C)c(=O)n3C)cc1	1%
40	CN1CCN(C(=O)c2ccc(CNC(=O)c3cc4cc(F)ccc4[nH]3)cc2)CC1	331%[activator]
41	O=c1[nH]c(NCCO)nnc1Cc1ccc(Cl)cc1	32%
42	Cc1ccc(F)cc1S(=O)(=O)N1CCC(n2cnnc2C2CC2)CC1	0%
43	O=C(c1ccco1)N1CCN(C(=O)c2cc3c(s2)CN(C2CC2)C3)CC1	-10%
44	N#CCCN1CCN(C(=O)CCc2cc3ccccc3[nH]c2=O)CC1	?
45	COc1cc(OC)cc(C(=O)N2CCC3(CC2)N(c2ccccc2)C(=O)CS3(=O)=O)c1	28%
46	O=C(NC1CCCc2ccccc21)C12CC3CC(CC(Cl)(C3)C1)C2 (stereo unspecified)	8%
47	CC(C)(C)NC(=O)N1CCC2(CC1)CC(Cc1nc(-c3cnccn3)no1)CCO2 (stereo unspecified)	22%
48	O=C(CN1CCN(CC(=O)Nc2ccccc2C(=O)c2ccccc2)CC1)Nc1cccc(F)c1	-6%
49	CCOC(=O)Cc1ccc(NC(=O)Nc2cccc(OCc3cc(=O)n4ccc(C)cc4n3)c2)cc1	-7%
50	COc1ccc(COCC(O)CN2CCC(C(N)=O)CC2)cc1 (stereo unspecified)	21%
51	Cc1cc(=O)n(CC(=O)Nc2ccccc2C)c(N2CCC(C)CC2)n1	0%
52	Cc1[nH]cnc1-c1nccn1-c1ccc(CCC(=O)NC2CC2)cc1	2%
53	COC(=O)C(CCSC)NC(=O)C1CCN(c2ncnc3c2nc2n3CCCCC2)CC1 (stereo unspecified)	13%
54	COc1ccc(C(C)=O)cc1COC(=O)C12CC3CC(CC(Br)(C3)C1)C2	3%
55	O=C(O)c1cnc(/C=C/c2cc(Cl)c3c(c2)OCO3)s1	?
56	CN(CC(=O)NC1(C#N)CCCC1)Cc1ccc(C(F)(F)F)cc1	10%
57	COC(=O)c1cc(C(c2ccccc2O)C2CCCO2)n2cccc(C(C)(C)C)c12 (stereo unspecified)	?
58	Cc1ccc(NC(=O)Cn2c(-n3nc(C)cc3C)nc(-c3ccccc3)cc2=O)cc1	?
59	Cc1cnc(CC2CCCN(C(=O)c3ccncc3)C2)n1CC1CC1 (stereo unspecified)	-9%
60	O=C(Nc1cccnc1)[C@@H]1C[C@@H](c2ccc(F)cc2)N(Cc2ccccc2)C1	-13%[86.2 µM]

Entries by screen from the entries so far.
KDM5B inhibitor for entries 23–31, in order: 12%, -32%, -6%, -3%, ?, -4%, -9%, ?, 6%

Ordered by length of the SMILES (rising): some entries from above.
#	Molecule	KDM5B inhibitor
38	NC(=O)c1ccsc1NC(=O)COc1ccc2c(c1)CCC2	-10%
26	Cc1nc(-c2c3n(c(=O)n(Cc4cccc(Br)c4)c2=O)CCCC3)no1	-3%
6	CN(Cc1ccccc1)C(=O)C[C@@H]1O[C@H](CNC(=O)c2ccno2)[C@@H](O)[C@H]1O	-37%[86.2 µM]

(list continues)
#	Molecule	KDM5B inhibitor
61	O=C(NCCc1ccc(F)cc1)C(=O)NCC(c1ccco1)S(=O)(=O)c1cccs1 (stereo unspecified)	-9%
62	Cc1ccccc1OCC(O)CN(Cc1ccccc1)Cc1ccccc1 (stereo unspecified)	6%
63	Cc1cccc(C)c1NC(=O)Cn1c(=O)n(CCC(=O)NCc2ccc3c(c2)OCO3)c(=O)c2sccc21	-6%
64	O=C(c1ccc2c(c1)OCO2)N1CCC(Cc2ccccc2)CC1	-4%
65	Cc1cc(C)c2c(C(=O)O)cc(-c3cccnc3)nc2c1	?
66	Cc1ccc(-c2cc(-c3ccc4c(c3)NC(=O)CO4)nc3c2COc2ccccc2-3)cc1	-30%
67	COc1ccc2c(=O)n(CC(=O)N3CCC(OC)C3)ccc2c1OC (stereo unspecified)	-4%
68	CCOc1ccc(N(CC(=O)NCCc2ccccc2)C(=O)CCC(=O)Nc2nccs2)cc1	-5%
69	CCOc1cccc(NC(=O)c2sc3nc(-c4ccc(F)cc4)ccc3c2N)c1	?
70	O=C(O)c1cc(-c2ccccc2Cl)n(-c2ccccc2)n1	6%
71	CCCCN(CC)CCCn1cnc2c([nH]c3ccc(Cl)cc32)c1=O	?
72	Cc1ccc(NC(=O)Nc2c(C)n(C)n(-c3ccccc3)c2=O)cc1	13%
73	CCOc1cccc(-c2cc(C(=O)OC)c3ccccc3n2)c1	?
74	Cc1c(C#N)c(NC(=O)CN2CCN(C(=O)C3CC3)CC2)n(C2CCCCC2)c1C	1%
75	CN1C(=O)[C@@H]2C[C@@H](CN2C(=O)c2ccc3c(c2)OCO3)Oc2ccccc21	8%[86.2 µM]
76	Cc1cc(NC(=O)C(C)(C)Oc2cccc(Cl)c2)no1	17%
77	O=C(c1cccs1)N1N=C(c2ccc(F)cc2)CC1c1ccc2nccnc2c1 (stereo unspecified)	-19%
78	CC(CCc1ccccc1)NC(=O)c1ccc[n+]([O-])c1 (stereo unspecified)	-2%
79	CCOc1cc(C2c3c(oc4ccccc4c3=O)C(=O)N2Cc2ccccc2Cl)ccc1O (stereo unspecified)	-2%
80	NNc1c(Cl)cc(Cl)cc1Cl	8%

A few values from the list:
For KDM5B inhibitor, CC1CCCCN1S(=O)(=O)c1ccc2c(c1)oc(=O)n2CC(=O)Nc1ccc(Cl)cc1 (stereo unspecified) has -19%
For KDM5B inhibitor, CC(C)(C)NC(=O)N1CCC2(CC1)CC(Cc1nc(-c3cnccn3)no1)CCO2 (stereo unspecified) has 22%

Next part.
#	Molecule	KDM5B inhibitor
81	C[S+](=O)([O-])N1CCC2(CC1)C(=NC1CCCC1)NC(=O)N2c1cc(F)cc(F)c1	-14%
82	CC1(C(=O)NCCc2ccccn2)COCc2cnc(Nc3ccccc3)nc21 (stereo unspecified)	-23%[86.2 µM]
83	Cc1oc(C(C)(C)C)cc1C(=O)N1CCN(c2ncccc2C(F)(F)F)CC1	?
84	COCC1CN(C(=O)Cc2c[nH]c3ccccc23)CC12CCOCC2 (stereo unspecified)	-19%
85	Cc1ccc(CN2C[C@H](O)C[C@H]2c2nc(-c3ccc(F)cc3)no2)cc1	-21%[86.2 µM]
86	Clc1ccccc1Nc1ncnc2c1nc1n2CCCCC1	?
87	CNC(=O)NC(=O)C(C)Sc1cc(C)c2ccccc2n1 (stereo unspecified)	-4%
88	CCc1ccc(NC(=O)Cn2c(=O)c(-c3noc(C)n3)c3n(c2=O)CCCCC3)cc1	-20%
89	COc1cccc(S(=O)(=O)N2C[C@@H](Oc3cccnc3)C[C@@H]2C(=O)N2CCOCC2)c1	7%
90	COc1ccc(C(=O)COC(=O)c2c(Cl)cccc2Cl)c(OC)c1	-17%
91	CCN(Cc1ccc2c(c1)OCO2)C(=O)NC(c1ccc2c(c1)OCCCO2)C(C)C (stereo unspecified)	-15%
92	CC(C)COc1ccccc1N	0%
93	C/C(=N/Nc1ccc(S(N)(=O)=O)cc1[N+](=O)[O-])c1ccc(Br)cc1	8%
94	CCN(Cc1ccccc1)C(=O)CSc1nc(C2CC2)nc2ccccc12	10%
95	COc1ccccc1C1CCN(Cc2ccc3ccccc3c2)CC1	-1%
96	O=C(Nc1ccc(Cl)cc1Cl)c1ccc2ncsc2c1	?
97	CC(C)(C)C(=O)OCc1cc(=O)n2nc(C3CCCCC3)sc2n1	-14%
98	Cc1cc(/C=C(\C#N)c2ccc(F)cc2)c(C)n1C	?
99	O=S(=O)(NC1CCCCC1)c1ccc(N2CCOCC2)nc1	-4%
100	CCCCCc1ccc(S(=O)(=O)Nc2cc(C)ccn2)cc1	-21%
101	COc1ccc(N2CCN(C(=O)c3cc4c(=O)n(Cc5cccnc5)ccc4nc3C)CC2)cc1	?
102	OCCC1CN(Cc2cc(F)cc(F)c2)CCN1Cc1cccs1 (stereo unspecified)	30%
103	Cc1ccc(Nc2nc(-c3ccc(C)cc3)c(C)s2)cc1	14%
104	Cc1ccc(NC(=O)CSc2nc(=O)n(Cc3ccccn3)c3c2CCC3)cc1F	-25%
105	Cc1cccc(NC(=O)c2cccc(N3C(=O)CCC3=O)c2)c1	-13%
106	COc1cc(/C=C2\SC(=Nc3cccnc3)NC2=O)cc(OC)c1OC	6%
107	O=C(c1cccs1)c1cn(CCOc2ccc(Cl)cc2)c2ccccc12	?
108	CC(=O)c1ccc(Sc2ccccc2N)c([N+](=O)[O-])c1	0%
109	Cc1ccc(N2Cc3c(NCC4CC4)ncnc3N(C)CC2=O)cc1	-20%[86.2 µM]
110	O=C(c1ccc(F)cc1)N1CCC(Oc2cccnc2)C1 (stereo unspecified)	-9%
111	CN(C)CCNC(=S)NC(c1ccc2c(c1)CCC2)c1cccs1 (stereo unspecified)	6%
112	C[C@H](O)[C@@H]1CN2CCc3c([nH]c4cccc(-c5ccccc5)c34)[C@@H]2C[C@@H]1N(C)C(=O)C1CCCCC1	?
113	Cc1cccc(Cn2c(=O)n(Cc3ccccc3)c(=O)c3oc4ccccc4c32)c1	-7%
114	CCCCNC(=O)CSc1nc2ccccc2nc1Cc1ccccc1	18%
115	CC12CCC(C(=O)NNc3ccc([N+](=O)[O-])cc3)(OC1=O)C2(C)C (stereo unspecified)	-11%
116	CCc1ccc(C(=O)c2cn(CC(=O)NC3CCCCC3)c3nc(C)ccc3c2=O)cc1	-5%
117	O=C(N[C@H]1CO[C@H]2[C@@H]1OC[C@H]2OCc1ccccc1)c1ccc(C(F)(F)F)cc1	-6%[86.2 µM]

These rows are one share of the data; count on the stated rates, not on these rows.
